Growth percent in the NCI-60 one-dose screen (48 h, 10 µM unless noted): 100 = growth as untreated, 0 = no growth, -100 = all killed.
786-0 = 786-0 renal cancer cells. 81,000 tested, 5.1% active. AID 1794775
SN12C = SN12C renal cancer cells; 81,000 tested, 3.8% active
SF-295 = SF-295 CNS cancer cells; 79,000 tested, 5.6% active; AID 1794758
UO-31 = UO-31 renal cancer | AID 1794768 | 81,000 tested, 5.2% active
TK-10 = TK-10 renal cancer cells; AID 1794769; 81,000 tested, 3.9% active
U251 = U251 CNS tumor cells; AID 1794753; 80,000 tested, 5.4% active
SF-268 = SF-268 CNS cancer cells | 82,000 tested, 3.1% active | AID 1794759
CAKI-1 = CAKI-1 renal cancer; AID 1794772; 75,000 tested, 4.7% active
Numbers without * were called inactive; x = not tested or not shown; & = joins results of further samples. How the source made its calls: active means growth percent below 10; inactive means the rest.

Each structure is followed by: 786-0 | SN12C | SF-295 | UO-31 | TK-10 | U251 | SF-268 | CAKI-1
- COc1ccc(C2=Nc3c/c(=C\c4c(O)[nH]c5ccccc45)ccc3=N2)cc1
→ 75 | 89 | 78 | 75 | 126 | 66 | x | 80
- CCC(C)CC(N)O (stereo not given)
→ 105 | 109 | 99 | 101 | 99 | 106 | 108 | 110
- CCOc1ccc(-c2nc3ccccc3s2)cc1OCC
→ 79 | 78 | 70 | 75 | 94 | 40 | 75 | 71
- COc1ccc(-c2nc3ccc(-c4nnc(SCC(=O)Nc5ccc(Br)cc5)o4)cc3[nH]2)cc1OC
→ 60 | 81 | 87 | 57 | 118 | 86 | 62 | 51
- Cc1ccc(S(=O)(=O)Nc2ccc3ccccc3c2[N+](=O)[O-])cc1
→ 121 | 102 | 112 | 72 | 100 | 107 | 102 | 93
- CCn1c(SC/C(=N/O)c2ccc(OC)cc2)nnc1-c1ccncc1
→ 102 | 100 | 95 | 89 | 95 | 96 | 99 | 94
- CCCCN1C=C(C)N(CCCC)CC1
→ 107 | 106 | 100 | 81 | 106 | 96 | 99 | 100
- COc1ccc(Cn2cc3c(c2-c2ccc(OC(C)=O)cc2)CCc2cnoc2-3)cc1
→ 105 | 97 | 86 | 79 | 106 | 92 | 112 | 98
- CC(=O)OCC(=O)[C@@]1(O)CC[C@H]2[C@@H]3CCC4=CC(=O)C=C[C@]4(C)[C@H]3[C@@H](O)C[C@@]21C
→ 106 | 67 | 120 | 91 | 102 | 108 | 94 | 96
- c1ccc(-c2nnc(-c3c[nH]c4ncccc34)s2)cc1
→ 104 | 87 | 97 | 52 | 124 | 93 | 86 | 53
- CCOC(=O)C1=C(C)NC(=O)NC1c1c(Cl)n(CCCl)c2ccccc12 (stereo not given)
→ 93 | 101 | 95 | 69 | 34 | 94 | 88 | 87
- O=C(Nc1ccc(Br)cc1)Nc1ccc(-c2ccc3c(c2)NC(=O)/C3=C\c2ccc[nH]2)cc1
→ 61 | 52 | 23 | 21 | 52 | 39 | 40 | 31
- CCCCCCCCCCCCCCCCNC1=C(Cl)C(=O)c2ccccc2C1=O
→ 100 | 86 | 94 | 45 | 129 | 105 | 99 | 102
- O=C1OC(c2ccc(F)cc2)CC1CN1CCOCC1 (stereo not given)
→ 105 | 102 | 90 | 84 | 83 | x | 104 | 86
- CCOC(=O)CSCc1nc(N)nc(Nc2ccc(C)cc2)n1
→ 98 | 102 | 99 | 84 | 110 | 105 | 96 | 86
- CC1(CCc2ccccc2)NC(=O)NC1=O (stereo not given)
→ 104&108 | 100&96 | 125&91 | 76&96 | 101&104 | 104 | 102&116 | 102&90
- Nc1c[nH]c(=S)s1
→ 107 | 105 | 105 | 91 | 109 | 97 | 94 | 101
- Clc1ccc([C@@H]2C[C@@H]3Cc4cc(Br)c5ccccc5c4N2O3)c(Cl)c1
→ 95 | 97 | 65 | 64 | 90 | 61 | 86 | 74
- COc1ccc(/C=C/C(c2cc(OC)c(OC)c(OC)c2)n2ccnc2)cc1O (stereo not given)
→ 34 | 57 | 17 | 60 | 84 | 27 | 56 | 60
- CCSc1nc2c(c(=O)n(C)c(=O)n2C)n1C
→ 99 | 107 | 101 | 61 | 165 | 109 | 99 | 100
- Fc1ccc(C2CC(c3cccc(Nc4ccncc4)c3)=NN2c2ccc(Cl)cc2)cc1 (stereo not given)
→ 104 | 68 | 66 | 53 | 85 | 9.0* | 78 | 44
- COc1c2c(cc(O)c1C(C)=O)OC(C)(C)C=C2
→ 106 | 109 | 125 | 82 | 108 | 98 | 107 | 115
- COC(=O)c1c(C)[nH]c2c3c(c(O)cc12)[C@H]1C[C@@H]2[C@@]4(C)CCCC(C)(C(=O)O)[C@@H]4CC[C@@]32C=C1C(C)C (stereo not given in full)
→ 94 | 96 | 81 | 79 | 97 | 102 | 99 | 90
- ClC(Cl)c1nc(-c2ccccc2)n2nc(-c3ccccc3)cc2n1
→ 43 | 59 | -13* | 3.5* | 0.8* | -15* | 12 | -35*
- C(=Nc1ccc(-c2ccc(N=Cc3ccccc3)cc2)cc1)c1ccccc1
→ 104 | 93 | 99 | 67 | 110 | 98 | 105 | 94
- CCCCC1COc2cccc3c2N1C=C/C3=C\C(=O)N(C)c1ccc(Br)cc1 (stereo not given)
→ 92 | 99 | 99 | 88 | 108 | 104 | 97 | 98
- Cc1ccc(Nc2nc(N)n(Cc3cccc(Br)c3)n2)cc1
→ 72 | 93 | 88 | 49 | 94 | 91 | 78 | 65
- OCc1ccncc1
→ 95 | 105 | 102 | 92 | 100 | 104 | 98 | x
- C=C(C)C1CC(O)C2(C)CCCC3C2C1CC(C)C3(C)CC/C(C)=C/C(O)C1CCC(=O)c2c(OC)cc(OC)cc21 (stereo not given)
→ 58 | 59 | 41 | 48 | 56 | 36 | 44 | 48
- CC(C)C1C2=C(NCCN1C(=O)c1cccnc1)C(C)(C)N(Cc1ccccc1)C2=O (stereo not given)
→ 103 | 99 | 94 | 97 | 94 | 92 | 103 | 97
- CCN(CC)CCC(CNc1ccnc2cc(Cl)ccc12)c1ccc(O)cc1 (stereo not given)
→ 92 | 99 | x | 77 | 90 | 81 | 70 | x
- C=C1C(=O)O[C@H]2[C@H]1CC/C(COC(=O)NCc1ccc(Cn3c(=O)sn(-c4ccccc4)c3=O)cc1)=C\CC[C@@]1(C)O[C@@H]21
→ 40 | 34 | 108 | 67 | 4.5* | 40 | 47 | 16
- COC(=O)Cn1c(=O)c2cc(OC)c(OC)cc2c2cnc3[nH]ccc3c21
→ 93 | 83 | 89 | 80 | 99 | x | 82 | 87
- CC1(C)CC2(OC2c2ccccc2[N+](=O)[O-])C(=O)c2ccccc21 (stereo not given)
→ 110 | 98 | 80 | 84 | 95 | 91 | 96 | 79
- CNC(N)=S
→ 102 | 105 | 103 | 90 | 104 | 107 | x | 99
- CCOC(=O)C1=C(N)N(c2ccccc2)C2=C(C(=O)CC(C)(C)C2)C1c1ccc(Cl)cc1Cl (stereo not given)
→ 34 | 21 | 24 | 17 | 37 | 28 | 52 | 23
- O=c1ccn(C2CC(O)C(O)C(CO)O2)c(=O)[nH]1 (stereo not given)
→ 109 | 92 | 112 | 85 | 121 | 125 | 122 | 97
- Nc1nc2c(ncn2C2CCCCC2)c(=O)[nH]1
→ 86 | 79 | 72 | 70 | 92 | 67 | 95 | 78
- C/C(=C\c1ccc2ccccc2c1)[N+](=O)[O-]
→ -63* | 90 | 92 | -80* | -47* | 73 | 21 | -79*
- CC1CN(C(=S)S)C(C)CN1 (stereo not given)
→ 86&111 | 98&116 | 95&116 | 45&93 | 96&108 | 94&106 | 105&105 | 100&85
- COc1cc(/C=N/Nc2ncnc3c2c(C)nn3C)cc(OC)c1OC
→ 92 | 86 | 98 | 64 | 90 | 96 | 95 | 85
- COc1ccc2oc(=O)cc(Cn3nnc(C(=O)O)c3C)c2c1
→ 101 | 92 | 96 | 75 | 108 | 92 | 104 | 97
- CC(=O)O[C@H]1C[C@@]2(C)[C@@H](C[C@@H](O)[C@H]3[C@@]4(C)CCC(=O)[C@@H](C)[C@@H]4CC[C@@]32C)/C1=C(\CCC(Br)C(C)(C)[n+]1ccccc1)C(=O)O (stereo not given in full)
→ 104 | 102 | x | 75 | 126 | 106 | 101 | 98
- O=C1NC2C=C(Cl)C=CC2C=C1C1N(c2ccccc2)NC(=O)[C@@H]2CCCN12 (stereo not given in full)
→ 98 | 103 | 104 | 84 | 126 | 115 | 88 | x
- CC/C(=C(\c1ccc(OCCN2CCOCC2)cc1)c1ccc(OC(=O)c2ccccc2)cc1)c1ccc(Cl)cc1
→ 98 | 95 | 112 | 71 | 93 | 103 | 99 | 77
- FC(F)(F)c1cccc(I)c1
→ 97 | 107 | 110 | 78 | 114 | 112 | 106 | 94
- Oc1ccc(CCc2ccccc2)cc1
→ 96 | 100 | 96 | 95 | 94 | 86 | 96 | 90
- COc1cccc2c1C(=O)c1c(O)c3c(c(O)c1C2=O)C[C@@](O)(C(=O)CO)C[C@@H]3OC1CC(OC(C)=O)C(OC(C)=O)C(C)O1 (stereo not given in full)
→ -17* | -6.2* | -30* | -38* | -36* | -43* | -22* | -40*
- Cc1cc(C)n(CO)n1
→ 93 | 101 | 108 | 100 | 88 | 104 | 116 | 77
- CC[C@H]1O[C@H](SC(NC(=O)c2ccccc2)=C(C#N)C#N)[C@H](C)[C@H](C)[C@H]1C
→ 102 | 103 | 105 | 83 | 108 | 96 | 94 | 96
- C=C(Br)CN(C(C)=O)C1CCCCC1
→ 97 | 102 | 102 | 93 | 98 | 94 | 102 | 91
- O=C(CSc1nccc(N2CCOCC2)n1)c1ccc(Cl)cc1
→ 98 | 95 | 96 | 74 | 109 | 105 | 90 | 82
- Cc1c(O)c(=O)ccn1C
→ 94 | 92 | 104 | 79 | 110 | 102 | 105 | 97
- COc1cc(F)c(Cn2c(-c3c(F)cc(OC)cc3F)nc3c(C)cccc32)c(F)c1
→ 79 | 102 | 91 | 67 | 81 | 88 | 93 | 62
- CC(=O)N1C(=O)C(=O)c2ccccc21
→ 102 | 103 | 98 | 77 | 96 | 99 | x | 97
- CC1(C)N=C(N)N=C(N)N1c1ccc(OCCOc2ccc(NC(=O)CBr)cc2)cc1
→ 40 | 110 | 118 | 96 | 103 | 48 | 51 | 105
- Fc1ccc(Nc2nccc(Nc3ccc4[nH]ncc4c3)n2)cc1
→ 68 | 60 | 89 | 39 | 62 | 65 | 71 | 49
- C=CCc1cc(C(=O)OCC)cc(OC)c1O
→ 103 | 97 | 96 | 95 | 104 | 89 | 101 | 100
- C[C@]12CC[C@@H]3c4ccc(O)cc4CC[C@H]3[C@@H]1CC[C@@H]2NS(=O)(=O)c1ccc(Br)cc1
→ 65 | 55 | x | 33 | 76 | x | 61 | 62
- Cc1ccc(S(=O)(=O)Nc2nc(-c3ccc(Cl)cc3)c(C#N)c(N3CCCCC3)n2)cc1
→ 104 | 99 | 96 | 90 | 111 | 104 | 89 | 96
- COc1ccc(C2=NNC(c3ccc(Oc4ccnc5cc(Cl)ccc45)c(OC)c3)C2)cc1 (stereo not given)
→ 97 | 78 | 84 | 75 | 138 | 88 | 95 | 86

Compound activity deposited in PubChem by NCI.
